Source: PubChem (several laboratories)
M1AAP inhibition – malaria alanyl aminopeptidase activity blockers – biochemical, fluorogenic H-Leu-NHMec substrate, 1536-well (AID 1445); 220,000 compounds, 0.42% hits; inhibition, % at 30 µM, or IC50 in µM where a hit was titrated; recombinant M1AAP, H-Leu-NHMec fluorogenic kinetic assay; higher % means a stronger effect;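 active = primary inhibition above the hit cutoff, then over 50% inhibition at one or more dose response concentrations, cut at about 23% in these data, passing the limit was not always enough; inconclusive = conflicting primary data, or primary hits not chosen for dose response; inactive = low primary inhibition, or under 50% at every dose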;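 also: plate controls were DMSO full reaction for no effect and no enzyme background for full effect; strong numbers were not always called active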
UTI89 phage lysis – protection from phage-mediated lysis, alamar blue read-out – E. coli UTI89, K1F phage, bacterial capsule biogenesis inhibitors (AID 488966); E. coli UTI89 K1F phage lysis, alamar blue, 2 h; higher % means a stronger effect; inhibition, % at 100 µM, or IC50 in µM where a hit was titrated; 340,000 compounds, 0.02% hits;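 active = phage lysis inhibition, versus mean bacterial control, above a set limit; inconclusive = no clear call, values can overlap the other calls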;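 also: capsule biogenesis inhibitors block K1F phage lysis so surviving cells raise fluorescence; higher fluorescence means more inhibition of phage lysis; actives were called in the ten point dose series up to 300 µM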
ER stress rescue – rescue of cells from ER stress-induced death, primary screen, 384-well, CSM14.1, thapsigargin, ATP luminescence (AID 1222); cellular ATP content (survival), % at 20 µM, or EC50 in µM where a hit was titrated; CSM14.1 thapsigargin-induced death rescue, ATP luminescence; higher % means a stronger effect; 190,000 tested, under 10 active;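 active = EC50 below 50 µM in the dose-response confirmation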;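 also: death triggered by thapsigargin at about 15 µM added after 2 h compound pretreatment; cell ATP read after overnight thapsigargin exposure of roughly 18 to 22 hours; normalized against plate controls of thapsigargin alone and 5% DMSO vehicle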
Myeloid diff MLP – myeloid differentiation induction; ER-HoxA9 myeloid progenitors, lysozyme-GFP differentiation, flow cytometry; calls only at 10 µM; 360,000 compounds, 1% hits; AID 624256;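 active = normalized GFP-positive differentiation at or above the plate's own cutoff, the solvent-only control mean plus 3 SD; inconclusive = no clear call, values can overlap the other calls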;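 also: cells exposed to compound for four days before flow analysis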
Lipid droplet – modulators of hepatic lipid droplet formation; inhibition, % at 6.5 µM; AID 1656; AML12 mouse hepatocytes, oleate lipid droplets, BODIPY imaging; 240,000 compounds, 0.4% hits;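 active = lipid droplet intensity inhibited by at least 50%, with more than 500 cells counted; inconclusive = wells with under 300 cells, treated as cytotoxic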
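Material – AML12 mouse liver cells · Also added – oleate loading, 100 µM · Compound dosing – 6.5 µM single-point dosing · Times – overnight treatment with compound plus oleate · Measured by – fluorescence imaging, 20x objective, two fields per well · Read-out – percent inhibition of filter-corrected integrated lipid droplet intensity per well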
TNAP activation fold – stimulation of alkaline phosphatase TNAP activity – biochemical, luminescent, no phosphate acceptor, uHTS, primary screen (AID 1001) | purified TNAP, luminescent activation assay, no phosphate acceptor; higher activation fold means a stronger effect | activation fold at 20 µM, or EC50 in µM where a hit was titrated | 200,000 compounds, 0.03% hits; in the data active = activation fold from about 3, or a potency from the dose series; inactive = the rest, 99 in 100 with activation fold below about 1.6; also: many of its hits are not listed in these tables
human PMI inhibition – inhibitors of human PMI, primary screen, biochemical, fluorescence intensity, coupled assay (AID 1209). purified PMI enzyme, coupled fluorescence intensity; higher % means a stronger effect. inhibition, % at 20 µM; hits with a dose series show IC50 in µM. 190,000 compounds, 0.42% hits;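 also: plate controls were DMSO vehicle for no effect and wells lacking substrate for full effect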
PMI inhibition – human PMI inhibitors, high substrate, primary screen, biochemical, fluorescence intensity, high mannose 6-phosphate (AID 1220). inhibition, % at 20 µM; hits with a dose series show IC50 in µM. recombinant PMI enzyme, coupled fluorescence intensity; higher % means a stronger effect. 190,000 compounds, 0.66% hits
WT yeast gro inh – growth inhibition of WT yeast, mitochondrial fusion screen. mitochondrial fusion phenotypic screen, WT strain. inhibition, % at 10 µM. 190,000 compounds, 2.1% hits. AID 1362; in the data active = inhibition above about 58%; tested in S. cerevisiae
WT yeast gro inh mutant strain – further read-out of WT yeast gro inh, marked with its call; inhibition, %; mitochondrial fusion phenotypic screen, mutant strain inhibition
Lipid droplet cells 6.5 µM – also measured in Lipid droplet; calls as there; cell count; measured here: cell count, cytotoxicity flag;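 cells counted across two imaged fields per well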
Myeloid diff MLP GFP+ MAC1+ % – second read-out of Myeloid diff MLP, no call of its own (marks repeat the call); GFP+ MAC1+ double positive, %; measured here: differentiation confirmed by MAC1 staining
* hit, by the source's call; i = inactive; ? = inconclusive; · = not tested or not shown; + = active, no number; [ ] = remark or other dose. Rule as the data show it, unless noted: active = inhibition above about 50%; inactive = the rest.

SMILES	M1AAP inhibition	UTI89 phage lysis	ER stress rescue	Myeloid diff MLP	Myeloid diff MLP GFP+ MAC1+ %	Lipid droplet	Lipid droplet cells 6.5 µM	TNAP activation fold	human PMI inhibition	PMI inhibition	WT yeast gro inh	WT yeast gro inh mutant strain
COC(=O)Cn1c(=NC(=O)CSC(C)=O)sc2ccccc21	0%	2.4%	·	i	3.3	7	633	1.2	7%	4%	14	0
Cc1cc(C(=O)OCC(=O)N2CCOCC2)c2ccccc2n1	-15%	-0.2%	-1.5%	i	0.5	·	·	1.1	4%	3%	5	-1
Nc1nc(N2CCN(Cc3ccccc3)CC2)n[nH]1	8%	1.2%	-2.2%	i	1.1	-6	706	1	-4%	2%	-2	9
COC(=O)COC(=O)c1ccc(O)cc1	1%	-0.2%	-1.1%	i	1.1	·	·	1	-4%	-1%	-2	0
CC(=O)/C(=N/Nc1ccc(Br)cc1)Sc1cccc2cccnc12	6%	1.1%	-0.5%	i	0.4	-6	677	1	1%	-5%	12	2
CCOC(=O)N1CCN(CC(O)COc2ccccc2C(C)CC)CC1 (stereo unspecified)	4%	0.1%	-2.0%	i	0.4	-5	692	1	8%	3%	-5	21
CC(C)c1ccc2oc(-c3ccc(NC(=O)c4ncn[nH]4)cc3)nc2c1	7%	0.2%	·	i	1.7	2	734	1.1	-1%	-1%	6	2
CCc1ccc(CN(C)CC(=O)Nc2sccc2C#N)cc1	3%	0.0%	-0.4%	i	0.4	-17	700	1	1%	8%	4	1
Nc1ccc2nc(CCCCCCc3nc4ccc(N)cc4[nH]3)[nH]c2c1	-6%	-0.3%	2.5%	i	0.8	-4	699	1.3	11%	40%	-16	-11
CC(C)(C)c1ccc(CS(=O)CC(O)CO)cc1 (stereo unspecified)	8%	2.4%	-0.8%	i	0.8	16	554	1.1	-3%	-1%	-10	-10
CN(C)S(=O)(=O)c1ccc(C(=O)NC(=O)CSc2ccccc2)cc1	-2%	1.8%	-3.9%	i	0.7	-29	699	1.1	11%	3%	1	13
N#Cc1cc2cc3c(cc2nc1NCCNC(=S)NCCCN1CCOCC1)OCO3	0%	0.0%	-0.4%	i	0.5	21	709	1.2	-3%	24%	11	7
CCn1c(CCC(=O)Nc2cc(F)ccc2C)nc2cc(S(=O)(=O)N(C)C)ccc21	6%	0.0%	1.9%	i	0.5	9	710	1.1	-2%	-3%	1	-13
N#Cc1cc(N)ccc1Sc1ccccc1	11%	0.6%	3.5%	i	1.1	·	·	1.1	5%	-7%	32	20
Cc1ccc(S(=O)(=O)NCCc2nnc3ccc(SCc4cccnc4)nn23)cc1	6%	0.2%	-0.8%	i	0.9	-1	703	1	-1%	1%	-1	-14
O=C(O)/C=C/C(=O)Nc1ccc(-n2ccc(C(F)(F)F)n2)cc1	0%	-2.0%	·	i	0.3	-30	480	·	·	·	·	·
Cn1cccc1CNC(=S)Nc1ccccc1Cl	1%	0.0%	-6.7%	i	0.7	16	704	1.1	-28%	-16%	11	21
Cc1cc(C(=O)Cn2nc(C(=O)O)c3ccccc3c2=O)c(C)n1C1CC1	7%	0.0%	-0.8%	i	0.3	7	679	1	2%	-1%	-10	-8
Fc1ccc(CSc2nncn2NC/C=C/c2ccccc2)cc1	-1%	1.0%	-1.9%	i	0.8	-1	652	1.1	12%	14%	23	22
Cc1ccc(-c2nc3ncccc3o2)cc1NC(=O)CC(C)C	4%	3.8%	0.9%	i	0.5	-2	668	1.2	14%	12%	-25	-18
COc1ccc(C)cc1NC(=O)C(OC(=O)CNC(=O)c1cc(C)cc(C)c1)c1ccccc1 (stereo unspecified)	3%	0.1%	-1.5%	i	0.7	-10	607	1.2	18%	10%	11	-4
CC1CN(S(=O)(=O)c2cccc(C(=O)Nc3ccc4c(c3)CCC4)c2)CC(C)O1 (stereo unspecified)	3%	0.1%[50 µM]	-0.2%	i	0.3	-14	571	1	16%	25%	22	7
O=C(NC1CCCCC1)c1cccs1	2%	2.8%	-0.3%	i	0.7	12	808	1.2	13%	12%	15	21
COc1ccc(-c2nc(CNS(=O)(=O)c3ccc(OC)c(OC)c3)cs2)cc1	-2%	0.9%	-1.6%	i	3.5	-2	624	1.1	11%	2%	12	-1
O=C(NCCc1ccc(F)cc1)C1CCCCC1	·	0.2%	-1.7%	i	0.2	-12	720	1.1	-2%	0%	-5	-9
COC(=O)c1ccccc1NC(=O)COc1ccccc1	0%	10%	-1.4%	i	4.8	·	·	1.1	11%	11%	-10	-3
COc1ccc(CC(=O)N2CCN(c3ccccn3)CC2)cc1	3%	2.6%	-1.1%	i	0.6	-9	703	1.1	3%	8%	1	-13
CCCC(=O)C1C(=O)CC(C)(C)C(c2cc(C)no2)C1=O (stereo unspecified)	-1%	0.6%	2.6%	i	1.3	·	·	1.1	-16%	-22%	13	12
O=C(N/N=C1\CCc2ccccc21)c1ccccc1O	19%	-0.2%	-4.4%	i	0.2	16	627	1	7%	-7%	30	15
Brc1cnc(N2CCCCC2)nc1N1CCOCC1	7%	-0.1%	3.1%	i	2.7	15	830	1	14%	13%	59*	3.7*
CC(C)C(C(=O)Nc1nccs1)c1ccccc1 (stereo unspecified)	6%	0.5%	-0.9%	i	0.9	·	·	1.1	0%	7%	-5	2
CC1CCc2cc(F)ccc2N1C(=O)CSc1nnc2c3cc(F)ccc3n(C)c2n1 (stereo unspecified)	8%	0.1%	2.4%	i	0.8	25	636	0.9	12%	12%	4	6
CC(=O)c1ccc(NC(=S)Nc2ccn(Cc3ccc(Br)cc3)n2)cc1	2%	-0.1%	-0.7%	i	0.5	5	651	1.1	9%	17%	10	5
CCn1c([N+](=O)[O-])nc2c1c(=O)[nH]c(=O)n2C	4%	-0.5%	-1.7%	?	·	3	666	1.1	-11%	37%	-1	11
CCCCCOc1ccc(CSc2ncn[nH]2)cc1	-7%	-3.8%	-0.5%	i	1.4	31	669	1	2%	-4%	27	13
COc1ccc(CSc2nnc(C)n2N)cc1Br	-1%	0.4%	1.5%	i	1.1	·	·	1.1	-1%	12%	-6	7
N#Cc1c2c(c(Nc3ccccc3)n3c1nc1ccccc13)CCC2	-2%	1.5%	-0.5%	i	0.7	12	577	1	8%	6%	25	15
Nc1nnc(-c2ccc(Cl)c(Cl)c2)s1	13%	0.2%	-1.4%	i	0.4	0	684	1.1	0%	-4%	43	65
O=C(CCCc1nc(-c2ccccc2Cl)no1)NCc1cccnc1	4%	0.8%	-0.2%	i	0.9	·	·	1.1	1%	-1%	13	1
O=C(NCc1ccco1)NC12CC3CC(CC(C3)C1)C2	16%	1.5%	-2.2%	i	0.8	7	751	1.1	15%	13%	-15	-13
Cc1ccc(NC(=O)c2ccc(S(=O)(=O)N3CCOCC3)cc2)nc1	5%	0.2%	-1.1%	i	2.3	7	814	1.1	-12%	-8%	-11	-19
O=C(Cc1ccccc1)NNc1c2ccccc2nc2ccccc12	14%	-1.9%	0.5%	i	0.7	-4	663	1	7%	2%	59*	33*
Cc1[nH]c(=O)c(C#N)c(C)c1Cl	2%	-1.7%	·	i	2.3	-5	651	·	·	·	·	·
CCC(CC)NC(=O)c1cc(OC)c(OC)cc1[N+](=O)[O-]	0%	0.4%	-1.2%	i	0.9	·	·	1	-4%	26%	-14	-4
C=CCNC(=O)CN1CCC(n2c(C)nc3cc(C(F)(F)F)ccc32)CC1	-2%	-0.2%	-4.4%	i	1.0	9	854	1	-2%	-8%	-10	22
CCN(Cc1ccccc1)S(=O)(=O)c1cc(C(=O)O)ccc1OC	1%	-0.2%	-1.3%	i	0.5	-44	738	1.1	-19%	-19%	-8	0
COc1cccc(C2NC(=O)NC(C)=C2C(=O)Nc2ccc(C)cc2)c1 (stereo unspecified)	5%	-0.8%	0.8%	i	1.6	-8	668	1.1	5%	48%	7	4
O=C(NCC1CCCO1)C(=Cc1cccc([N+](=O)[O-])c1)C(=O)NCC1CCCO1 (stereo unspecified)	-8%	0.3%	-8.5%	i	0.7	-2	657	1.1	-9%	-8%	6	2
CCOCCCNC(=O)C(c1ccc(Cl)cc1)N1CCC2(CC1)OCCO2 (stereo unspecified)	-4%	1.4%	-1.1%	i	0.5	·	·	1.1	-3%	-6%	7	1
CCCC1C(C(=O)OCC)=C(C)NC(C)=C1C(=O)OCC	3%	1.7%	-0.5%	i	0.8	·	·	1.1	8%	0%	-14	-7
Following part:
SMILES	M1AAP inhibition	UTI89 phage lysis	ER stress rescue	Myeloid diff MLP	Myeloid diff MLP GFP+ MAC1+ %	Lipid droplet	Lipid droplet cells 6.5 µM	TNAP activation fold	human PMI inhibition	PMI inhibition	WT yeast gro inh	WT yeast gro inh mutant strain
CCC/C(O)=C1\C(=O)CCCC1=NCCCCCC(=O)O	4%	0.4%	-4.5%	i	0.6	-2	771	1.1	-24%	-52%	20	3
CN(Cc1ccccc1)c1ccc([N+](=O)[O-])cc1C(=O)O	9%	1.0%	-1.6%	i	0.0	7	708	0.9	-7%	3%	-5	-12
Cc1ccccc1Cc1c(C)nc2ncnn2c1C	-11%	-0.9%	-0.7%	i	4.7	·	·	1.2	-2%	-6%	-2	1
Cc1ccccc1NC(=O)CSc1nc(N)c2c3c(sc2n1)CSC(C)(C)C3	5%	1.5%	0.4%	i	0.3	18	493	1.2	20%	14%	16	-14
COc1ccc(S(=O)(=O)N2CCCC2)cc1C(C)C	1%	-1.7%	-2.1%	i	0.3	-6	653	1	1%	-1%	18	7
FC(F)Oc1ccc(NC(=S)NCc2ccccc2)cc1Cl	7%	3.2%	6.4%	i	4.6	0	788	1	20%	20%	58*	37*
O=C(CSc1cccc2cccnc12)OCC(=O)c1ccccc1	10%	-0.4%	0.2%	i	2.9	·	·	0.9	-7%	6%	-16	-6
CCCNC(=O)c1ccc2c(=O)c(O)c(-c3ccsc3)[nH]c2c1	2%	-7.2%	·	+	9.2*	7	741	·	·	·	·	·
C=C(C)CC1Nc2ccccc2NC1CC(=C)C (stereo unspecified)	3%	1.8%	-1.0%	i	0.7	-3	721	1.1	7%	-9%	-7	-3

This is a random part of the collection; any-hit rate near 4.6%.
